From PubChem BioAssay
TDP-43 yeast inh: inhibitors of TDP-43 toxicity in yeast. TDP-43 expressing yeast growth rescue, BacTiter-Glo, 24 h. Potency, µM (highest dose often 46.1 µM), inactives show at the highest dose growth rescue (activation), actives largely listed as activators. 1.8% of 410,000 active. AID 652104; note: % of control where 0% means no effect; nearly all actives have a fitted effect of over 50% in size
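Galactose-induced TDP-43 yeast, OD600=0.02, compound pinned; 24 hr, 30 deg C; BacTiter-Glo luminescence for growth. Inhibitors of TDP-43 toxicity read as activators.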
HEK293 tox: cytotoxicity counter-screen for GLP-1 receptor inverse agonists. HEK293 cAMP-luciferase reporter cells, luminescence, 24 h. Potency, µM (highest dose often 38.3 µM), inactives show at the highest dose activity change, negative = inhibition, usual class: inhibitors. 0.13% of 410,000 active. AID 624418;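 note: loss of luciferase light is scored as toxicity; % is set by controls: 0 for no effect and ±100 for the full control effect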
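Cells in DMEM/10% Nu serum/1% pen-strep, 1536-well format. Pre-incubated 12 h, dosed with 23 nL compound, incubated a further 24 h. Luciferase detection, 12 min at room temp, luminescence.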
GLP-1R inv ag: acts as inverse agonist at human GLP-1 receptor. Potency, µM (highest dose often 38.3 µM), without a hit: top-dose activity change, negative = inhibition, most hits filed as inhibitors. HEK293 GLP-1R CRE-luciferase, luminescence, 24 h; GLP-1R form is constitutively active. AID 624417. 1.6% of 410,000 active; note: % is set by controls: 0 for no effect and ±100 for the full control effect; nearly all actives have a fitted effect of over 55% in size
Target sequence (P43220 whole entry, looked up): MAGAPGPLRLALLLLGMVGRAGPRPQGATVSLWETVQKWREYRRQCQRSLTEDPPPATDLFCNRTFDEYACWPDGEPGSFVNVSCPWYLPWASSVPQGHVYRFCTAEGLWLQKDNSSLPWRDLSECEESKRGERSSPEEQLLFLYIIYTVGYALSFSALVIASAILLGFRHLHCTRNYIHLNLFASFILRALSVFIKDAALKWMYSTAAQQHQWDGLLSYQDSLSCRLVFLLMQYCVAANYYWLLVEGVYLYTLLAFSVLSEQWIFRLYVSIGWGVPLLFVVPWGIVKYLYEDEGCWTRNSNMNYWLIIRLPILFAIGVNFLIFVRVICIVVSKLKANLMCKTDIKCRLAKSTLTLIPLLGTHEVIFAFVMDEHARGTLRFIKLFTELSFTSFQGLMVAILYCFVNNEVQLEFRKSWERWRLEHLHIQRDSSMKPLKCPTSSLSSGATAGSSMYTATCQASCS
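Constitutively active GLP-1R drives a cAMP-responsive luciferase in stably transfected HEK293 cells; test compounds are added after overnight (12 h) attachment and left 24 hr, and signal loss in luminescence marks inhibition.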
* hit, by the source's call; u = inconclusive; [ ] = remark or other dose. Calls come from the whole dose curve; as a rule, active = well fitted curve in the direction sought with a large enough effect; inconclusive = small, poorly fitted or top-dose-only effect, or another doubt; inactive = no such curve, though single readings can be large; an effect the other way counts as inactive or inconclusive. Potency is the fitted concentration of half-maximal effect. Only part of the results is shown. The share of hits here may be higher or lower than overall.

Each structure is followed by: HEK293 tox, GLP-1R inv ag, TDP-43 yeast inh
CCCc1nc2ccccc2n2c(-c3ccccc3)c3c(=O)n(C)c(=O)n(C)c3c12
    -7%, 42%[activator], u
CN(C)S(=O)(=O)N(CC(=O)NCCSCc1ccccc1Cl)c1ccccc1
    9%, -10%, u
CCC1CCCCN1C(=O)Cn1c(=O)n(CCCCCC(=O)NCc2ccccc2Cl)c(=O)c2sccc21 (centres undefined)
    -1%, -5%, 11%
COc1ccc(CNC(=O)C2=C(C)C(=O)OC23CCCCC3)cc1
    19%, 9%, 22%
O=C(CCc1nnc2n(Cc3ccccc3Cl)c(=O)c3ccccc3n12)Nc1ccc(F)cc1
    -4%, -3%, 12%
Cc1ccc(N2CC(NC(=O)CCCc3ccccc3)CC2=O)cc1 (centres undefined)
    -1%, 5%, u
CCCOC(=O)c1cccc(NC(=O)c2c(-c3ccccc3Cl)noc2C)c1
    1%, 8.9µM*, u
COc1ccc(-c2c(C)c3ccc(O)c(CN4CCCC4)c3oc2=O)cc1
    365%[activator], 17%, 0%
COC(=O)c1c(C)oc2ccc(N(C(=O)Oc3ccccc3)S(=O)(=O)c3ccc(C(C)(C)C)cc3)cc12
    1%, -6%, -22%
CCOc1ccc(/C=C/c2nc(C#N)c(NC(C)CC)o2)cc1 (centres undefined)
    -18%, -22%, 0%

(next part)
Each structure is followed by: HEK293 tox, GLP-1R inv ag, TDP-43 yeast inh
Cc1cccc(-c2nc3c4ccccc4nc(N4CCN(c5cccc(Cl)c5)CC4)n3n2)c1
    12%, -2%, u
O=C(Nc1ccc(Cl)cc1)C1CCCN(S(=O)(=O)c2ccc3[nH]c(=O)ccc3c2)C1 (centres undefined)
    -2%, 1%, 14%
CCCCN(C)CCCNC(=O)c1cc(=O)[nH]c2ccc(S(=O)(=O)N3CCCCC3)cc12
    -9%, 4%, 0%
CCOC(=O)c1cnc2cc(-c3ccc(OCC)cc3)nn2c1-c1ccccc1
    1%, 6%, 9%
CCc1ccc(NC(=O)Cn2ccn(-c3ccc(C)c(C)c3)c(=O)c2=O)cc1
    -9%, 14%, 7%
CC(C)c1cnc2c(c1SCC(=O)NCc1ccccc1Cl)c(=O)n(C)c(=O)n2C
    -3%, 8%, 16%
CCn1c2ccccc2c2nnc(N3CCN(c4ccc(OC)cc4)CC3)nc21
    7%, 2%, 17%
Cc1cc(C)cc(N2CCn3c2nc2c3c(=O)n(Cc3ccc(Cl)cc3)c(=O)n2C)c1
    -1%, 6%, -11%
CCCS(=O)(=O)NCCc1csc2nc(-c3ccc(C)cc3)nn12
    -9%, 23%, 22%
COc1ccc(Cl)cc1NC(=O)CSc1nnc2[nH]c(=O)cc(-c3ccccc3)n12
    -1%, 10%, 2%

Carrying on.
Each structure is followed by: HEK293 tox, GLP-1R inv ag, TDP-43 yeast inh
Cc1ccccc1CNC(=O)c1oc2c(c1C)-c1nn(Cc3ccc(Cl)cc3)cc1CC2
    1%, 10µM*, 20%
COC(=O)Cn1c(=O)c2c(nc3n2CCN3c2cccc(C)c2)n(C)c1=O
    8%, 2%, 15%
O=C(Cn1c(=O)nc(-c2ccccc2F)c2cc(Cl)ccc21)Nc1ccccc1C(F)(F)F
    0%, 8%, 18%
COC(=O)c1c(C)nn(-c2ccc(F)cc2)c1-n1cccc1
    -12%, 14%, 28%
COc1ccc(NC(=O)c2c(C)oc3ccc(O)c(CN4CCCC(C)C4)c23)cc1Cl (centres undefined)
    -1%, u, 0%
COc1cccc(Cn2c(CNC(=O)c3cc([N+](=O)[O-])ccc3Cl)nc3cccnc32)c1
    6%, -5%, u
Cc1coc2c(C)c3oc(=O)c(CC(=O)N4CCCCC4)c(C)c3cc12
    4%, 2%, 16%
Cc1ccc(NC(=O)c2sc3ccccc3c2Cl)cc1
    -5%, 5%, 3%
CCCS(=O)(=O)Nc1cc(-c2cn3ccc(C)cc3n2)ccc1C
    1%, 0%, 23%
Cc1ccccc1-n1c(/C=C/c2c(C)n(C)c3ccccc23)nc2ccccc2c1=O
    -10%, -18%, 21%

More structures:
Each structure is followed by: HEK293 tox, GLP-1R inv ag, TDP-43 yeast inh
CC(C)CCNC(=O)c1ccc(Cn2c(=O)c3cccn3c3cccnc32)cc1
    23%, 10%, 0%
CC(C)NC(=O)c1ccc(Cn2c(=O)c3cccn3c3cccnc32)cc1
    -2%, 10%, 17%
COc1ccc(S(=O)(=O)N(Cc2nc(-c3ccccc3)no2)C2CCCCC2)cc1
    -16%, u, 10%
Cc1nc2nc(SCC(=O)Nc3cccc(Cl)c3)nn2c(C)c1Cc1ccccc1
    8%, 4%, u
Cc1ccc(C)c(N2CCN(c3nc4ccccc4c(=O)n3-c3ccc(Cl)cc3)CC2)c1
    0%, -14%, 2%
CCc1ccc(NC(=O)CSc2nnc3[nH]c(=O)cc(-c4ccccc4)n23)cc1
    -1%, 16%, 13%
CCOC(=O)c1cc(C)n(CC2CCC(C(=O)Nc3ccc(C(=O)OC)cc3)CC2)c1C (centres undefined)
    -2%, u, 1%
CC(=O)NCc1nc2cccnc2n1Cc1ccccc1
    -3%, 2%, 15%
Cc1ccccc1Cn1cc(CCC(=O)NCc2cccc(Br)c2)c2ccccc21
    3%, u, 1%
COC(=O)C1CCN(C(c2ccccc2Cl)c2sc3nc(-c4ccco4)nn3c2O)CC1 (centres undefined)
    -11%, 3%, 20%

More entries:
Each structure is followed by: HEK293 tox, GLP-1R inv ag, TDP-43 yeast inh
Cc1ccc(OCc2cc(=O)n3ccsc3n2)c(NC(=O)c2ccco2)c1
    -7%, -12%, 11%
CCc1ccc(NC(=O)c2ccc3c(O)c(S(=O)(=O)c4ccc(Cl)cc4)c(=O)[nH]c3c2)cc1
    -4%, 14%, 15%
CCCCn1cc(S(=O)(=O)c2cc(C)ccc2C)c(=O)c2cc(F)c(N3CCC(C)CC3)cc21
    -2%, 8%, -13%
COc1ccc(Cl)cc1C1CC(=O)Nc2cc3c(cc21)OCCO3 (centres undefined)
    u, -49%, 7%
Cc1ccc(NC(=O)C2CCN(S(=O)(=O)c3c(C)noc3/C=C/c3ccco3)CC2)cc1C
    -3%, -15%, 8%
CCN(C(=O)c1cc(S(=O)(=O)N2CCOCC2)cn1C)c1ccc(OC)cc1
    -15%, 5%, 11%
COc1ccc(-n2nc(C)c3c(C(F)(F)F)cc(-c4cccnc4)nc32)cc1
    -6%, 4%, 9%
Cc1coc2c(C)c3oc(=O)c(CCC(=O)NCCc4ccc(Cl)cc4)c(C)c3cc12
    -2%, -8%, 13%
CCOc1cccc(C2c3[nH]c4ccccc4c3CCN2C(=O)CSCc2ccc(F)cc2)c1 (centres undefined)
    -7%, u, -13%
CCCCOc1ccc(C(=O)NCCc2csc(-c3ccc(OC)cc3)n2)cc1
    3%, -28%, -18%

Going on with the list.
Each structure is followed by: HEK293 tox, GLP-1R inv ag, TDP-43 yeast inh
COc1ccc(-c2nc(SCC(=O)N3CCCCC3C)n[nH]2)cc1 (centres undefined)
    -1%, -2%, 8%
CCOc1ccc(CNC(=O)c2ccc3c(c2)sc2nc(-c4ccccc4)cn23)cc1
    -3%, 6%, 6%
COc1cc(NS(=O)(=O)c2ccc(-c3cc(C)no3)cc2)cc(OC)c1
    u, u, u
Cc1ccccc1NC(=O)Cn1c(=O)n(CCC(=O)NCc2ccc3c(c2)OCO3)c(=O)c2sccc21
    2%, 11%, 16%
O=C(c1ccccc1Cl)N1CCCCC1CCN1CCCCC1 (centres undefined)
    0%, 3%, 10%
COc1ccc(CNC(=O)CCc2c(C)nn(-c3ccc(N4CCCCC4)nn3)c2C)c(OC)c1
    7%, 5%, -7%
Cc1ccc(C)c(CN2C(=O)c3ccccc3Sc3ccc(C(=O)NCCCOC(C)C)cc32)c1
    -10%, u, 10%
CCOc1ccc(CNC(=O)Cn2cc3c(n2)-c2c(oc(C(=O)N4CCOCC4)c2C)CC3)cc1
    -1%, -5%, 0%
CCOCCCNC(=O)CCc1nnc2ccc(N3CCN(c4cccc(OC)c4)CC3)nn12
    -15%, 4%, 5%
COc1ccc(CNC(=O)c2cc3sccc3n2C)cc1
    2%, -8%, 35µM*

(further entries)
Each structure is followed by: HEK293 tox, GLP-1R inv ag, TDP-43 yeast inh
COc1ccc(C(CC(=O)Nc2ccc(Br)cn2)N2Cc3ccccc3C2=O)cc1 (centres undefined)
    -13%, -13%, -1%
Cc1ccccc1NC(=O)CSc1cn(CC(=O)N(C(C)C)C(C)C)c2ccccc12
    -15%, u, 20%
Cc1ccc(NC(=O)CSc2nccn2Cc2ccco2)cc1Cl
    -10%, -11%, 0%
O=c1c2[nH]c3ccccc3c2nc(SCc2cccc(F)c2)n1-c1ccccc1
    -2%, 0%, -5%
COc1ccc(NC(=O)CSc2ccc(-c3cccs3)nn2)cc1
    1%, 8%, -11%
CCN1C(C(=O)c2ccccc2)=C(OC(=O)c2ccc(Cl)cc2)c2ccccc2S1(=O)=O
    -11%, u, u
COc1ccc(-c2n[nH]c3c2C(c2ccccn2)N(C)C3=O)cc1 (centres undefined)
    6%, 11%, 16%
O=C(c1ccc(F)cc1F)N1CCC(c2nc(-c3ccc(S(=O)(=O)N4CCCC4)cc3)no2)CC1
    -8%, 10%, 1%
COc1ccc(/C=C/c2nc(C#N)c(NCc3ccc(C)cc3)o2)cc1OC
    343%[activator], -12%, 10%
CCCSc1nnc2c(n1)OC(c1sccc1C)Nc1ccccc1-2 (centres undefined)
    1%, 19%, 16%

Four of the entries above in order of their number in GLP-1R inv ag, high to low.
SMILES	GLP-1R inv ag
CCCSc1nnc2c(n1)OC(c1sccc1C)Nc1ccccc1-2 (centres undefined)	19%
COc1ccc(-c2n[nH]c3c2C(c2ccccn2)N(C)C3=O)cc1 (centres undefined)	11%
O=c1c2[nH]c3ccccc3c2nc(SCc2cccc(F)c2)n1-c1ccccc1	0%
COc1ccc(/C=C/c2nc(C#N)c(NCc3ccc(C)cc3)o2)cc1OC	-12%

GLP-1R inv ag: entries above that show a hit
canonical_smiles,GLP-1R inv ag
CCCOC(=O)c1cccc(NC(=O)c2c(-c3ccccc3Cl)noc2C)c1,8.9µM*
Cc1ccccc1CNC(=O)c1oc2c(c1C)-c1nn(Cc3ccc(Cl)cc3)cc1CC2,10µM*

(next part)
Each structure is followed by: HEK293 tox, GLP-1R inv ag, TDP-43 yeast inh
COc1ccc(CN(Cc2ccco2)C(=O)COc2ccccc2OC)cc1
    -4%, u, 22%
Cc1ccccc1C(=O)Nc1nc(-c2ccc(Br)cc2)ns1
    -20%, u, 13%
CCCCN(CCCNC(=O)c1cc(Nc2cccc(SC)c2)nc2ccccc12)Cc1ccccc1
    1%, u, 1%
CCOc1cccc(C(=O)N(Cc2ccc(C)o2)C2CCS(=O)(=O)C2)c1 (centres undefined)
    -1%, -4%, 15%
Fc1cccc(Cl)c1Cn1c(-c2cccs2)nc2ccccc21
    1%, u, u
CC(C)c1ccc(NC(=O)c2cc3c(=O)oc4ccccc4c3s2)cc1
    -1%, 8%, 12%
COc1cc(Cl)c(C)cc1NC(c1ccccc1)c1nnc(-c2ccccc2Cl)o1 (centres undefined)
    2%, u, 7%
Cc1ccc(-c2noc(-c3nnn(CC(=O)Nc4ccc(C)cc4Cl)c3N)n2)cc1
    5%, 14%, 7%
Cc1cc(C)cc(NC(=O)CSc2c(C(C)C)cnc3c2c(=O)n(C)c(=O)n3C)c1
    33%[activator], 4%, u
COc1ccc(CNC(=O)c2ccc(CS(=O)(=O)c3ccccc3OC)o2)cc1
    -3%, -1%, 1%

The results go on:
Each structure is followed by: HEK293 tox, GLP-1R inv ag, TDP-43 yeast inh
Cc1cc(C)cc(NC(=O)c2cc3c(=O)n(Cc4ccco4)ccc3nc2C)c1
    -1%, -2%, 28%
CCOC(=O)c1ccccc1NC(=O)c1cc2ccc3cccnc3c2[nH]1
    -3%, 10%, 17%
Cn1c(=O)c(=O)n(C)c2cc(S(=O)(=O)N3CCCC3C(=O)Nc3cccc(F)c3)ccc21 (centres undefined)
    0%, 7%, -10%
CCCC(=O)C1=C(c2cccc(OC)c2)N(C(=O)CCC)n2c(C)nnc2S1
    -9%, u, 28%
Oc1ccccc1-c1nc(/C=C/c2ccc(F)cc2)nn1-c1ccccc1
    1%, -4%, 24%
Cn1cnc(S(=O)(=O)N2CCC(C(=O)Nc3ccc(C#N)cc3)CC2)c1
    -7%, 12%, 11%
CCOc1cc(C2c3c(oc4ccccc4c3=O)C(=O)N2c2ccccn2)ccc1O (centres undefined)
    -2%, 10%, -18%
Fc1ccc(Nc2nc(SCc3cccc(Cl)c3)nc3ccccc23)cc1
    -14%, 11µM*, u
Cc1ccc(/C=C/c2nc3ccccc3n2S(=O)(=O)c2ccc(Br)cc2)cc1
    -7%, u, -62%[inhibitor]
CCOc1ccc(C2C(=O)N(C3CCCCC3)CC(=O)N2C2CCCC2)cc1OC (centres undefined)
    0%, -1%, -2%
CCC1CN(C(=O)N2CCC(C(=O)NCCN(CC)CC)CC2)c2cc(C)ccc2O1 (centres undefined)
    0%, -11%, 4%
Cc1cc(C)cc(NC(=O)Cn2c(=O)n(-c3cc(C)cc(C)c3)c(=O)c3oc4ccccc4c32)c1
    -6%, -15%, -5%
